# Screening data as filed in PubChem.
# PLCg1 inh: inhibitors of human phospholipase C gamma1; P19174; AID 720700; 370,000 tested, 0.84% active; purified PLC-gamma1, fluorogenic substrate, fluorescence; inhibition, % at 12.2 µM; in the data active means inhibition above about 9.5%
# DAX1 inh-1: NR0B1 (DAX1) inhibition. P51843. HEK293 Gal4-DAX1 luciferase reporter, luminescence. inhibition, % at 6.75 µM. 340,000 tested, 0.99% active. AID 504766;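 active means inhibition above the mean over all tested compounds plus 3 SD, cut at about 4.2% in these data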;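 further: 0% = DAX1-transfected cells with DMSO and 100% = empty-vector control cells with DMSO; inhibition shows as a rise in luminescence from relieved DAX1 repression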
# Target sequence (P51843 207-470 limits assumed): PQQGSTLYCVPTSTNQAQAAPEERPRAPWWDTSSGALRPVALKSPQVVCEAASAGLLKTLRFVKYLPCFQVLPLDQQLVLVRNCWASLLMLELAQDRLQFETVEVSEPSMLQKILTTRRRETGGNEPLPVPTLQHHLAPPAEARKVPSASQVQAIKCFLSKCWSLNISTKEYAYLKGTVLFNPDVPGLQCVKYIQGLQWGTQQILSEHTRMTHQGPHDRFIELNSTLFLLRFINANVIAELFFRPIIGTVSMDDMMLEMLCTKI
# hgDAF12 agonist: agonists of H. glycines DAF-12 nuclear receptor. HEK293 GAL4-hgDAF12 UAS-luciferase reporter, agonist luminescence; normalized to butyrate control. 370,000 tested, 1.8% active. activation, % at 6.8 µM;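 active means activation above a cutoff set at the mean of all screened compounds plus 3 SD, cut at about 10% in these data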;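 further: 0% = DMSO wells and 100% = sodium butyrate wells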
# SMARCA2 activ: increases SMARCA2 function in MMTV reporter cells. 370,000 tested, 1% active. activation, % at 9.1 µM. MG213 cells, MMTV-luciferase reporter, dexamethasone, overnight; in the data active means activation above about 7.8%;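 further: 0% = vehicle wells and 100% = reference activator wells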
# PLCb3 inh: PLC-beta3 (human) inhibition, primary screen | Q01970 | Purified PLC-beta3, fluorogenic substrate, fluorescence | inhibition, % at 12.2 µM | 370,000 tested, 0.18% active; in the data active means inhibition above about 11%;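 further: 0% = median of compound wells on plate and 100% = full blocker control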
# DAX1 inh-2: inhibitors of DAX1 repression of SF-1 activated StAR promoter; 370,000 tested, 1.1% active; inhibition, % at 6.8 µM; HEK293T StAR-luciferase reporter, SF-1/DAX-1 repression relief; AID 652010;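 active means inhibition above the mean over all tested compounds plus 3 SD, cut at about 3.6% in these data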;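 further: 0% = DAX-1 cells with DMSO and 100% = cells lacking DAX-1 with DMSO; higher inhibition means more luminescence from relief of DAX-1 repression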
# MBD2 DNA inh: MBD2-methylated oligo binding inhibition | Q9UBB5 | TR-FRET, MBD2 binding to methylated oligonucleotide | inhibition, % at 4.4 µM | 370,000 tested, 0.31% active; in the data active means inhibition above about 13%
# Target sequence (Q9UBB5 whole entry, looked up): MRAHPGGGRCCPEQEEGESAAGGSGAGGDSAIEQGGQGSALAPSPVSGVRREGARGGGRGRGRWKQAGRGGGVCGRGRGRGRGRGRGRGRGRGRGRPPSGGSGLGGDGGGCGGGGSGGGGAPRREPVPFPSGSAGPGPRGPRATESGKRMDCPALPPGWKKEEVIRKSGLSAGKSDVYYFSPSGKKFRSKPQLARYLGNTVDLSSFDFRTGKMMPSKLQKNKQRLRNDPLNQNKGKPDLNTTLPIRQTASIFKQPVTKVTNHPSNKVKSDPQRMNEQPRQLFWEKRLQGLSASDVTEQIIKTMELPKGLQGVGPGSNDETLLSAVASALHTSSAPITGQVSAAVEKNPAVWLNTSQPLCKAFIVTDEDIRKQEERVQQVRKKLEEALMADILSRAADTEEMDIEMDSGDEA
# NR1D1 modulator: modulates human Rev-erb alpha binding to DNA. Rev-erbα–FITC-DNA binding, fluorescence polarization, 90 min. P20393. AID 1259318. 370,000 tested, 0.79% active. activity, % at 10 µM;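 active means activity above about 14%, limit read from the data; passing the limit was not always enough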;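 further: 0% = DMSO wells with 35 nM protein and 100% = DMSO wells with 750 nM protein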
# hcDAF12 agonist: activators of H. contortus DAF-12 nuclear receptor; HEK293 hcDAF-12 lit1-tk-luc reporter, luminescence; 0% DMSO, 100% Δ7-dafachronic acid; activation, % at 6.8 µM; 370,000 tested, 1.4% active; AID 652067;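 active means activation above the mean of all tested compounds plus 3 SD, cut at about 5.5% in these data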;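 further: 100% = response to 3 µM Δ7-dafachronic acid high control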
# ADAM17 inh: ADAM17 inhibition, QFRET primary screen | AID 720648 | recombinant ADAM17, EDANS/DABCYL FRET peptide cleavage | inhibition, % at 6.95 µM | 370,000 tested, 0.83% active;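 active means inhibition above the mean of compounds lying between control limits plus 3 SD, set per campaign, cut at about 8.5% in these data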;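 further: 0% = DMSO-only wells as the low control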
# ssDAF12 agonist: S. stercoralis DAF-12 activation, primary screen | HEK293 ssDAF-12/GRIP1 lit1-tk-luc reporter, luminescence; % of 3 µM dafachronic acid response | activation, % at 6.8 µM | 370,000 tested, 1% active | AID 652126;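 active means activation above the mean over all tested compounds plus 3 SD, cut at about 0.9% in these data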;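 further: 0% = DMSO-only wells and 100% = 3 µM delta7-dafachronic acid wells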
# Active calls of the source: *; i = inactive; x = not tested or not shown; & = joins results of further samples.
# Short keys: A = PLCg1 inh; B = DAX1 inh-1; C = hgDAF12 agonist; D = SMARCA2 activ; E = PLCb3 inh; F = DAX1 inh-2; G = MBD2 DNA inh; H = NR1D1 modulator; I = hcDAF12 agonist; J = ADAM17 inh; K = ssDAF12 agonist
COc1ccc(C=NNC(=O)c2cc(C)oc2C)cc1O
  A: -6; B: 0.0; C: 13*; D: 8; E: -13; F: -0.2; G: -2; H: -3; I: 1.7; J: -7; K: -1.0
O=C(Nc1ccc(F)cc1)C(CCc1ccccc1)N1CCN(CC(=O)N2CCCC2)CC1 (stereo not given)
  A: 1; B: x; C: -2.9; D: -2; E: 4; F: -1.0; G: 2; H: -7; I: -1.7; J: -2; K: -0.5
Cc1cccc(N=Cc2cc(Br)cc(Cl)c2O)c1
  A: -1; B: 0.6; C: -3.2; D: -1; E: 2; F: -0.1; G: 1; H: -4; I: 0.2; J: 1; K: -0.9
CCCCP(=O)(CCCC)Cc1ccccc1
  A: 1; B: -0.9; C: 3.1; D: 0; E: 3; F: -0.3; G: 3; H: -4; I: 0.8; J: -4; K: -1.2
Cc1ccccc1NC(=O)C1CCCN(S(=O)(=O)c2cccc3cccnc23)C1 (stereo not given)
  A: 2; B: -0.5; C: -3.5; D: -2; E: 6; F: -0.3; G: -2; H: 4; I: -1.4; J: 0; K: -0.4
CCCCc1nc2cc(C(=O)NCCc3c(C)n[nH]c3C)ccc2o1
  A: 3; B: 0.0; C: 1.2; D: -2; E: -2; F: -0.4; G: -5; H: -5; I: -0.9; J: 3; K: -0.9
COc1ccccc1N1CCN(C(=S)Nc2ccccc2)CC1
  A: -1&2; B: 0.3; C: -1.6&-1.6; D: 0&-1; E: -6&2; F: -0.8&-0.6; G: -3&-1; H: 2&-10; I: -3.0&-0.5; J: -2&-1; K: -1.0&-1.3
CCOc1ccccc1N1CCN(C(=O)c2ccc(OCC(=O)N3CCOCC3)c(OC)c2)CC1
  A: -1; B: -0.5; C: 3.3; D: -2; E: -4; F: -0.7; G: -3; H: -1; I: -0.3; J: -1; K: -1.1
O=[N+]([O-])c1cc(C(F)(F)F)ccc1NCCNC(=S)Nc1ccc(Cl)cc1
  A: 1; B: -0.6; C: -2.4; D: -5; E: 1; F: 0.8; G: 2; H: 8; I: 0.0; J: 4; K: -2.0
CCN1CCS/C1=C\C=C\C1=[N+](CC)CCS1
  A: 0; B: -7.6; C: -9.9; D: -8; E: -4; F: -4.4; G: -12; H: 5; I: -4.1; J: 1; K: -3.0
COc1nc(N(C)S(=O)(=O)c2ccc(C)cc2)nc(C)c1Cl
  A: -1; B: -0.3; C: -1.6; D: -3; E: 0; F: -0.1; G: -2; H: 2; I: -1.3; J: -6; K: -0.5
O=C(Cn1c(=O)cnc2ccccc21)NC1CCC(O)CC1 (stereo not given)
  A: 4; B: 0.6; C: 3.0; D: 3; E: -2; F: -0.2; G: -2; H: 5; I: -1.4; J: -1; K: -0.4
COc1ccccc1Cn1cccc1C=O
  A: -1; B: 1.5; C: 3.3; D: -1; E: -2; F: -0.4; G: 4; H: 0; I: -1.2; J: -2; K: -1.3
C=CCNC(=O)NC(=O)COC(=O)C(C)Oc1ccc(Cl)cc1Cl (stereo not given)
  A: 8; B: 1.9; C: 7.6; D: -3; E: -3; F: 0.1; G: 2; H: 1; I: -1.3; J: 2; K: -1.6
COc1ccc(NS(=O)(=O)c2ccc(NC(=S)NCC3CCCO3)cc2)cc1 (stereo not given)
  A: -1; B: 0.1; C: -2.6; D: -2; E: -5; F: -2.6; G: -4; H: -3; I: -2.0; J: -3; K: -1.3
COCCCn1c(SCC(=O)Nc2ccc(C(=O)OC)cc2)nc2ccccc2c1=O
  A: -1; B: -0.7; C: -0.8; D: -1; E: 3; F: -0.3; G: 4; H: -3; I: -1.4; J: 2; K: -1.3
COC(=O)c1c(NC(=O)C2CCC2)sc(C(=O)N(C)C)c1C
  A: 1; B: -0.1; C: -0.7; D: -1; E: 0; F: -0.1; G: -5; H: -2; I: -0.3; J: -4; K: -1.8
CCN(C[C@H]1N[C@@](CC)(C(=O)OC)[C@H]2C(=O)N(Cc3ccccc3)C(=O)[C@@H]12)C(=O)COC
  A: 1; B: 2.7; C: 3.1; D: -3; E: 0; F: 1.1; G: -1; H: 2; I: -1.7; J: -4; K: -1.3
CCc1noc(C)c1C(=O)OC(C)C(=O)Nc1ccc2c(c1)OCO2 (stereo not given)
  A: 8; B: -0.1; C: 2.9; D: -3; E: -5; F: 0.7; G: 2; H: 10; I: 0.6; J: 8.8*; K: -1.8
O=C(NC1=NCCS1)C1CCN(S(=O)(=O)c2ccc(Cl)cc2)CC1
  A: 4; B: -0.3; C: -2.4; D: -1; E: -7; F: -0.4; G: 0; H: -2; I: 0.1; J: -5; K: -1.4
CCN1CCc2c(sc(NC(=O)c3ccc(C(=O)c4ccccc4)cc3)c2C(N)=O)C1
  A: -112; B: 1.0; C: -0.8; D: 0; E: -191; F: 1.2; G: 7; H: 1; I: -3.9; J: 1; K: -1.1
COc1ccccc1-n1c(-c2cccnc2)n[nH]c1=S
  A: -2; B: 0.0; C: -1.1; D: 0; E: 1; F: -0.3; G: 4; H: -4; I: -1.7; J: -4; K: -1.7
Cc1cccc(NC(=O)COC(=O)c2ccc3c(c2)OCO3)c1C
  A: 1; B: -1.4; C: -1.3; D: -2; E: 0; F: -0.3; G: 7; H: 2; I: 0.9; J: -5; K: 0.6
Cc1nn(-c2ccccc2)c(C)c1NS(=O)(=O)c1ccccc1
  A: 0; B: -1.4; C: -1.6; D: -1; E: 2; F: -0.8; G: -1; H: 1; I: -1.4; J: -4; K: -1.9
CC(=O)c1ccc(OCCCC(=O)Nc2ccc(Cl)c(S(=O)(=O)N3CCOCC3)c2)cc1
  A: 8; B: -2.2; C: -9.8; D: -5; E: -13; F: -7.9; G: 7; H: 0; I: -5.0; J: -1; K: -2.2

# (next part)
# Every second line gives: PLCg1 inh	DAX1 inh-1	hgDAF12 agonist	SMARCA2 activ	PLCb3 inh	DAX1 inh-2	MBD2 DNA inh	NR1D1 modulator	hcDAF12 agonist	ADAM17 inh	ssDAF12 agonist
COc1cc(O)c(C(C)=O)c(OC)c1
→ 3	0.0	-0.7	-3	2	-0.4	1	-6	-0.5	-3	-1.6
O=C(NN=Cc1cc(=O)[nH]c(=O)[nH]1)c1ccncc1
→ 0	1.2	1.6	-1	9	-0.8	3	3	-0.5	-3	-0.4
Cc1cccc(S(=O)(=O)N/N=c2\sc3ccccc3n2C)c1
→ 0	0.5	4.8	4	-2	1.3	-3	1	2.4	-1	-1.6
COc1ccc(-c2nc(C#N)c(NCc3ccc(F)cc3)o2)cc1OC
→ -457	-1.7	-0.8	0	i	-0.6	8	1	-3.6	-166	-1.9
C=CCN1C(=O)C(O)(CC(=O)c2ccccc2)c2ccccc21 (stereo not given)
→ -2	0.7	-2.3	0	3	-0.1	-4	-4	-1.6	0	-1.4
CCc1nnc(NC(=O)C2CC(=O)N(C3CCCCC3)C2)s1 (stereo not given)
→ -1	0.0	0.3	-3	-13	-0.8	2	-1	0.0	-2	-0.6
O=C(CN(C(=O)c1csnn1)c1ccc(Cl)cc1)NC1CCCC1
→ 1	0.7	-0.3	5	2	0.6	6	0	0.0	0	-0.5
Cn1ccc(NC(=O)Nc2ccc(Cl)cc2Cl)n1
→ 0	0.5	7.0	0	0	1.1	-1	2	0.5	1	-1.3
O=C(CN1C(=O)NC(CCc2ccccc2)C1=O)N1CCCCCC1 (stereo not given)
→ -1	0.8	-3.9	-3	-3	-0.1	-5	-2	0.3	-5	-1.0
O=C(O)c1ccc(-c2nnc(-c3ccc([N+](=O)[O-])cc3)o2)cc1
→ 1	-0.4	1.2	0	-2	-0.4	-5	3	-0.5	-3	-1.1

# Another view of part of the listing above.
Compound	PLCg1 inh	DAX1 inh-1	hgDAF12 agonist	SMARCA2 activ	PLCb3 inh	DAX1 inh-2	MBD2 DNA inh	NR1D1 modulator	hcDAF12 agonist	ADAM17 inh	ssDAF12 agonist
Cc1cccc(NC(=O)COC(=O)c2ccc3c(c2)OCO3)c1C	1	-1.4	-1.3	-2	0	-0.3	7	2	0.9	-5	0.6
Cc1nn(-c2ccccc2)c(C)c1NS(=O)(=O)c1ccccc1	0	-1.4	-1.6	-1	2	-0.8	-1	1	-1.4	-4	-1.9
CC(=O)c1ccc(OCCCC(=O)Nc2ccc(Cl)c(S(=O)(=O)N3CCOCC3)c2)cc1	8	-2.2	-9.8	-5	-13	-7.9	7	0	-5.0	-1	-2.2
COc1cc(O)c(C(C)=O)c(OC)c1	3	0.0	-0.7	-3	2	-0.4	1	-6	-0.5	-3	-1.6
O=C(NN=Cc1cc(=O)[nH]c(=O)[nH]1)c1ccncc1	0	1.2	1.6	-1	9	-0.8	3	3	-0.5	-3	-0.4
Cc1cccc(S(=O)(=O)N/N=c2\sc3ccccc3n2C)c1	0	0.5	4.8	4	-2	1.3	-3	1	2.4	-1	-1.6
COc1ccc(-c2nc(C#N)c(NCc3ccc(F)cc3)o2)cc1OC	-457	-1.7	-0.8	0	i	-0.6	8	1	-3.6	-166	-1.9
C=CCN1C(=O)C(O)(CC(=O)c2ccccc2)c2ccccc21 (stereo not given)	-2	0.7	-2.3	0	3	-0.1	-4	-4	-1.6	0	-1.4
CCc1nnc(NC(=O)C2CC(=O)N(C3CCCCC3)C2)s1 (stereo not given)	-1	0.0	0.3	-3	-13	-0.8	2	-1	0.0	-2	-0.6
O=C(CN(C(=O)c1csnn1)c1ccc(Cl)cc1)NC1CCCC1	1	0.7	-0.3	5	2	0.6	6	0	0.0	0	-0.5

# Going on with the list:
# Every second line gives: PLCg1 inh	DAX1 inh-1	hgDAF12 agonist	SMARCA2 activ	PLCb3 inh	DAX1 inh-2	MBD2 DNA inh	NR1D1 modulator	hcDAF12 agonist	ADAM17 inh	ssDAF12 agonist
O=C1NCCN(Cc2ccc(F)cc2)C1CC(=O)N1CC=C(c2ccccc2)CC1 (stereo not given)
→ -19	1.6	-3.9	3	-30	-0.1	2	-2	0.2	-8	-0.7
COc1ccc2c(c1)c(C(=O)O)c(C)n2CCc1ccc(OC)c(OC)c1
→ -1	-0.4	-3.5	1	-8	-0.6	0	-1	-1.5	3	-1.1
CC(=O)N1N=C(c2ccc(C)cc2)OC1c1ccc(Br)cc1 (stereo not given)
→ -2	0.7	6.1	7	-1	1.8	5	-7	3.2	2	0.3
C#CCOCCOCCOCCNc1nc(N2CCN(C(=O)[C@H](CC(N)=O)n3cc(C(N)[C@@H](C)CC)nn3)CC2)nc(N2CCN(C(=O)[C@H](CCCCN)n3cc([C@@H](N)CC(N)=O)nn3)CC2)n1 (stereo not given in full)
→ 3	0.4	-0.1	1	3	0.1	5	-7	-2.0	0	-0.8
COc1ccc(Br)cc1C1NC(=O)c2c(sc3c2CCN(C)C3)N1 (stereo not given)
→ -33	1.9	2.2	-2	-39	-0.1	-8	-9	-0.7	-6	-0.6
Cc1ccc(C)c(S(=O)(=O)N2CCCC2CNC(=O)C(=O)NCc2ccccc2)c1 (stereo not given)
→ 3	1.4	-3.1	-2	2	-0.1	2	-3	-0.9	-3	-0.8

# Compounds were not picked by outcome; any-hit rate near 7.4%.
